Assay outcomes: PubChem BioAssay, National Center for Advancing Translational Sciences (NCATS)
PTHR1 ag – activates the human parathyroid hormone receptor PTHR1; Q03431; HEK293 GP2 PTHR1 cells, GloSensor cAMP luminescence, 1 h; Potency, µM (highest dose often 115 µM), without a hit: at the highest dose activation, usual class: activators; 410,000 compounds, 0.075% hits; AID 743266; further: potency means the concentration at half of the fitted maximal effect; nearly all actives have a fitted effect of over 55% in size; some results filed as inactive show a strong effect at the top dose; inactives centre near -15; many of its hits are not listed in these tables
Target sequence (Q03431 whole entry, looked up): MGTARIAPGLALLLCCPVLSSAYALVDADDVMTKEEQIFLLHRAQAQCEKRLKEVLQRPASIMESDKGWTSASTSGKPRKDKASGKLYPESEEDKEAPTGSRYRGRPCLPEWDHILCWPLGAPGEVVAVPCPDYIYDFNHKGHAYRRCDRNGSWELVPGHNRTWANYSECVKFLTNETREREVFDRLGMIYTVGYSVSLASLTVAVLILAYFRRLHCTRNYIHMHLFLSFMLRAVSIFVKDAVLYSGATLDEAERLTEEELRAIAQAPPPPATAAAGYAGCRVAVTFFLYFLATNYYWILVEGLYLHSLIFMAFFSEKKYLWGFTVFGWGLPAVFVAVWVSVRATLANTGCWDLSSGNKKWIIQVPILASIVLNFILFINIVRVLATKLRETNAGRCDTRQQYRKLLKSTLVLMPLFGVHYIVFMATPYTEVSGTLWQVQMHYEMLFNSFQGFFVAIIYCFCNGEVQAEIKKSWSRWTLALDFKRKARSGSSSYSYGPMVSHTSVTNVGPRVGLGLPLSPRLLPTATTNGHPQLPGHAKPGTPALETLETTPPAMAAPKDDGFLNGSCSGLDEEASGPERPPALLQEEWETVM
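HEK-293-derived GP2 cells expressing PTHR1 and a GloSensor cAMP reporter, 3,000/well, plated overnight, given luciferin plus IBMX (each 0.5 mM as added) for 1 h at 37 °C, then compound for 1 h at 37 °C. Luminescence was read after 15 min at room temperature.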
IL2 activator – IL-2 activation; IL-2 activation reporter assay, cell-based qHTS; stimulated with anti-CD3/CD4/CD28 beads; in transgenic mouse T cells; activation, % (series mostly up to about 46 µM); 360,000 compounds, 0.065% hits; in the data active means activation above about 50%; inconclusive means mostly about 30% to 49%; further: 0% is about no effect
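Screening format: compound pinned onto unstimulated transgenic mouse T cells, 60 min incubation, then anti-CD3/anti-CD4/anti-CD28 bead stimulation for 18 hours at 37 degrees C, followed by EGFP and DsRed detection.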
GLP-1R inv ag – inverse agonists of human GLP-1 receptor; P43220; HEK293 GLP-1R CRE-luciferase, luminescence, 24 h; GLP-1R form is constitutively active; Potency, µM (highest dose often 38.3 µM), inactives show top-dose activity change, negative = inhibition, actives largely listed as inhibitors; 410,000 compounds, 1.6% hits; further: potency means the concentration at half of the fitted maximal effect; on the % scale 0 is the no-effect control and ±100 the full control effect; nearly all actives have a fitted effect of over 55% in size
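Constitutively active GLP-1R drives a cAMP-responsive luciferase in stably transfected HEK293 cells; test compounds are added after overnight (12 h) attachment and left 24 hr, and signal loss in luminescence marks inhibition.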
PI5P4Ka inh – PI5P4K alpha (human) kinase inhibition; PI5P4Kalpha enzyme, ADP-Glo luminescence, 60 min; stronger effect = lower value; 330,000 compounds, 1.2% hits; max response, %; active means max response of -50% or lower; inconclusive means between -30% and -50%; inactive means -30% or higher; further: value at the top dose of about 77 µM; on the % scale 0 is the no-effect control and ±100 the full control effect
Target sequence (P48426 whole entry, looked up): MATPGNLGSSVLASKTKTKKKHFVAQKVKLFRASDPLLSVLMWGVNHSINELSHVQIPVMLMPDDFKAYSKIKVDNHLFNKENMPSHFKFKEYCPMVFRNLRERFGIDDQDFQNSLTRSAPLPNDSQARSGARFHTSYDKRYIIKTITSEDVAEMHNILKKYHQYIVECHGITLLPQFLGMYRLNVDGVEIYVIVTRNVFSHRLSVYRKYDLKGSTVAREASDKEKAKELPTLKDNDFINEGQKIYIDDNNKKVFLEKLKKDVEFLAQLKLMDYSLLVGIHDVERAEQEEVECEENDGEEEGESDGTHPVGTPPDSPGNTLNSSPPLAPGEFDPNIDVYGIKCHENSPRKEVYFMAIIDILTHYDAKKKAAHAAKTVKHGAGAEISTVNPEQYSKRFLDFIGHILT
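Enzyme plus substrate dispensed, test compounds pinned in, then ATP (5 microM final) added. After 60 min at RT, ADP-Glo reagent 1 for 45 min and reagent 2 for 30 min preceded luminescence imaging.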
EPAC1 agonist – EPAC1 (human) agonism | AID 720707 | O95398 | Potency, µM (highest dose often 154 µM), for the others: at the top dose activation, most hits filed as activators | EPAC1 agonist qHTS, biochemical assay; response scale: 100% = response to 6.5 mM cAMP | 360,000 compounds, 0.073% hits; further: potency means the concentration at half of the fitted maximal effect; nearly all actives have a fitted effect of over 60% in size
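Nucleotide exchange assay: 100 nM EPAC1 with 250 nM Rap1B loaded with BODIPY-GDP and 50 uM GDP, room temperature. Fluorescence (480/540 nm) read every 5 min for 30 min; signal change normalized to 6.5 mM cAMP as full agonist.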
PLK1 PBD block – blocks phosphopeptide binding to human PLK1 polo-box domain; Plk1 PBD binding of FITC phosphopeptide, fluorescence polarization; P53350; 360,000 compounds, 2.8% hits; AID 720504; Potency, µM, for inactives: max response, negative = inhibition, most hits filed as inhibitors; further: potency means the concentration at half of the fitted maximal effect; series mostly up to about 57 µM; on the % scale 0 is the no-effect control and ±100 the full control effect; nearly all actives have a fitted effect of over 65% in size
EPAC1 antagonist – blocks human EPAC1 exchange factor. O95398. Potency, µM (doses to about 115 µM), for inactives: at the highest dose activity change, negative = inhibition, most hits filed as inhibitors. 360,000 compounds, 0.14% hits. EPAC1 GEF assay, Rap1b-BODIPY-GDP exchange fluorescence;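 further: potency means the concentration at half of the fitted maximal effect; plate controls were vehicle for no effect and positive control for full effect; nearly all actives have a fitted effect of over 50% in size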
GLP-1R agonist – agonists of human GLP-1 receptor; HEK293 GLP-1R CRE-luciferase, luminescence, 4-6 h; cells express a hypersensitive GLP-1R form; Potency, µM (doses to about 45.6 µM), without a hit: at the highest dose activation, most hits filed as activators; 380,000 compounds, 0.007% hits; AID 624172; further: potency means the concentration at half of the fitted maximal effect; % of control where 0% means no effect
HEK293 tox – cytotoxicity counter-screen for GLP-1 receptor inverse agonists; 410,000 compounds, 0.13% hits; HEK293 cAMP-luciferase reporter cells, luminescence, 24 h; Potency, µM (titrated, usually from 38.3 µM), for inactives: at the highest dose activity change, negative = inhibition, usual class: inhibitors;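 further: loss of luciferase light is scored as toxicity; potency means the concentration at half of the fitted maximal effect; on the % scale 0 is the no-effect control and ±100 the full control effect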
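MLSMR compounds, 24 hr on cells at 37 deg C/5% CO2; luminescence after luciferase reagent (12 min RT). Inhibition counted as the undesired cytotoxic outcome.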
The depositor's hits bear a star; i = inactive; ? = inconclusive; nt = no result given; & = joins results of further samples; [ ] = dose if it differs, or a comment. Unless noted, the call rests on the fitted dose curve; in most records, active means well fitted curve in the direction sought with a large enough effect; inconclusive means small, poorly fitted or top-dose-only effect, or another doubt; inactive means no such curve, though single readings can be large; an effect the other way counts as inactive or inconclusive. Some of the compounds tested. The share of hits here may be higher or lower than overall.

Every second line gives: PTHR1 ag	IL2 activator	GLP-1R inv ag	PI5P4Ka inh	EPAC1 agonist	PLK1 PBD block	EPAC1 antagonist	GLP-1R agonist	HEK293 tox
C=CCOc1ccc(CN(C)CC(O)COc2ccc(CCC(C)=O)cc2)cc1 (configuration not stated)
→ -13%	-0.7	11µM*	-8	5%	-9%	-13%	4%	8%
COc1ccccc1NS(=O)(=O)c1ccc(C)c(C(=O)Nc2cc(C)on2)c1
→ -16%	-4.2	7%	-4	-7%	2%	10%	-7%	7%
O=C(CSc1nc2c([nH]c3ccccc32)c(=O)n1-c1cccc(Cl)c1)NCc1ccccc1
→ i	nt	-11%	nt	nt	nt	nt	22%	-17%
CCOc1cc(-c2sc(Nc3ccccc3)n[n+]2-c2ccc(F)cc2)ccc1OC
→ 3%	0.6	7%	-2	3%	24µM*	3%	7%	11%
CC(C)(C)C(=O)N1CCC[C@@]1(CO)C(=O)O
→ -23%	0.2	0%	-3	-5%	-7%	-1%	-1%	-2%
COc1ccc(Cc2c(O)nc(SCC(=O)NC34CC5CC(CC(C5)C3)C4)[nH]c2=O)cc1
→ -12%&-19%	-0.3&-0.9	7%&22%	-19&-13	2%&8%	-1%&-13%	-3%&-24%	-1%&-1%	-25%&4%
Cn1cccc1C(C#N)c1ncc(C(F)(F)F)cc1Cl (configuration not stated)
→ -8%	1.4	-9%	0	-12%	-7%	-3%	8%	-7%
Cc1nnc(NC(=O)Oc2ccccc2)s1
→ -2%[57.5 µM]	-0.9	10%	nt	3%	-10%	22%	-1%	7%
CC1=CSC2=NC(=O)/C(=C\c3cccn3-c3ccc([N+](=O)[O-])cc3)C(=N)N12
→ -20%	0.0	-28%	-21	-4%	-3%	5%	-15%	?
CCN(c1ccccc1)S(=O)(=O)c1cc(C(=O)NCC(c2ccco2)N2CCCCC2)ccc1C (configuration not stated)
→ -19%	-0.6	8.9µM*	-10	9%	-10%	-19%	-20%	?
Cc1ccc(C)c(NC(=O)CCC(=O)N/N=C/c2ccc[nH]2)c1
→ i	-0.9	0%	nt	-7%	-2%	5%	-9%	-16%
CCN1CNC(=S)N(Cc2ccccc2)C1
→ i	-3.5	10%	6	5%	-7%	2%	1%	10%
O=C(NCCNc1ccc([N+](=O)[O-])cc1)c1ccccc1F
→ -19%	-0.1	15%	-2	-8%	7%	-5%	-4%	-21%
COc1ccc(Cc2c(-c3ccc(OC)c(OC)c3)nc3c(C)cc(Br)cn23)c(C)c1
→ -90%[inhibitor]	-0.8	?	4	5%	0%	-9%	9%	-12%
COc1ccccc1-c1nc(C(=O)NCC2CCCO2)cc2c1[nH]c1ccccc12 (configuration not stated)
→ -9%	-1.6	?	-3	-5%	-25%	-12%	11%	-17%
C=CCn1c(-c2cccnc2)n[nH]c1=S
→ i	-1.5	1%	-16	-4%	1%	0%	-1%	-9%
COc1ccccc1CC(=O)NC1CC(C)(C)NC(C)(C)C1
→ -8%	0.3	6%	-4	1%	3%	-3%	0%	7%
Cc1ccc2cc(C#N)c(SCc3nnc(-c4ccccc4[N+](=O)[O-])o3)nc2c1
→ i	1.6	0%	-7	4%	-2%	-7%	-7%	15%
Cc1cccc2cc(C(c3nnnn3C(C)(C)C)N(Cc3ccco3)CC3CCCO3)c(=O)[nH]c12 (configuration not stated)
→ i	-1.5	0%	-25	13%	-6%	3%	-3%	-20%
CC(S(=O)(=O)c1ccccc1)S(=O)(=O)c1ccccc1
→ i	-0.4	-12%	6	9%	-9%	5%	8%	8%

An excerpt of these results, as labelled records:
COc1ccccc1CC(=O)NC1CC(C)(C)NC(C)(C)C1
- PTHR1 ag: -8%
- IL2 activator: 0.3
- GLP-1R inv ag: 6%
- PI5P4Ka inh: -4
- EPAC1 agonist: 1%
- PLK1 PBD block: 3%
- EPAC1 antagonist: -3%
- GLP-1R agonist: 0%
- HEK293 tox: 7%
Cc1ccc2cc(C#N)c(SCc3nnc(-c4ccccc4[N+](=O)[O-])o3)nc2c1
- PTHR1 ag: i
- IL2 activator: 1.6
- GLP-1R inv ag: 0%
- PI5P4Ka inh: -7
- EPAC1 agonist: 4%
- PLK1 PBD block: -2%
- EPAC1 antagonist: -7%
- GLP-1R agonist: -7%
- HEK293 tox: 15%
Cc1cccc2cc(C(c3nnnn3C(C)(C)C)N(Cc3ccco3)CC3CCCO3)c(=O)[nH]c12 (configuration not stated)
- PTHR1 ag: i
- IL2 activator: -1.5
- GLP-1R inv ag: 0%
- PI5P4Ka inh: -25
- EPAC1 agonist: 13%
- PLK1 PBD block: -6%
- EPAC1 antagonist: 3%
- GLP-1R agonist: -3%
- HEK293 tox: -20%
CC(S(=O)(=O)c1ccccc1)S(=O)(=O)c1ccccc1
- PTHR1 ag: i
- IL2 activator: -0.4
- GLP-1R inv ag: -12%
- PI5P4Ka inh: 6
- EPAC1 agonist: 9%
- PLK1 PBD block: -9%
- EPAC1 antagonist: 5%
- GLP-1R agonist: 8%
- HEK293 tox: 8%

Single records, as listed above. Screens in order: PTHR1 ag | IL2 activator | GLP-1R inv ag | PI5P4Ka inh | EPAC1 agonist | PLK1 PBD block | EPAC1 antagonist | GLP-1R agonist | HEK293 tox
O=C(NCCNc1ccc([N+](=O)[O-])cc1)c1ccccc1F is entered as -19% | -0.1 | 15% | -2 | -8% | 7% | -5% | -4% | -21%
CCOc1cc(-c2sc(Nc3ccccc3)n[n+]2-c2ccc(F)cc2)ccc1OC is entered as 3% | 0.6 | 7% | -2 | 3% | 24µM* | 3% | 7% | 11%

Next part
Every second line gives: PTHR1 ag	IL2 activator	GLP-1R inv ag	PI5P4Ka inh	EPAC1 agonist	PLK1 PBD block	EPAC1 antagonist	GLP-1R agonist	HEK293 tox
Cc1ccc(S(=O)(=O)N(C)CC(=O)NNC(=O)CCNS(=O)(=O)c2cccc(C)c2)cc1
→ -3%	-0.1	-3%	2	9%	?	-22%	5%	-11%
O=C(COc1ccccc1)Nc1nnc(-c2ccc(Cl)s2)o1
→ 14%	-1.7	-10%	-1	4%	-11%	-2%	-6%	3%
Cc1cc(/C=C2\SC(=S)N(C)C2=O)c(C)n1-c1cccc(O)c1
→ -29%	12	2.8µM*	1	9%	-4%	4%	-3%	3%
O=C(Nc1ccc2nsnc2c1)c1ccc2c(c1)OCO2
→ -19%[57.5 µM]	2.8	0%	nt	-2%	-1%	4%	-18%	-9%
COc1ccccc1CN1CC(C(=O)NCc2ncccc2C)CCC1=O (configuration not stated)
→ i	-3.8	7%	-6	8%	-17%	5%	0%	2%
CCN(Cc1ccccc1)c1c(C(=O)O)cnc2c1cnn2C
→ -1%	-0.2	-2%	4	1%	-4%	4%	12%	2%
O=C(NNC(=O)c1ccccc1-n1cccc1)c1ccccc1
→ i	-0.2	15%	-1	-1%	3%	9%	-22%	5%
CCOC(=O)c1c(C)n(C)c2ccc(OCC(O)CN3CCCCCC3)cc12 (configuration not stated)
→ -47%[inhibitor]	0.1	?	-6	-2%	0%	25%	-3%	?
O=C(Cc1ccc2c(c1)OCCO2)c1c(O)cc(O)cc1O
→ -10%[57.5 µM]	0.5	11%	nt	9%	-14%	-7%	0%	4%
Cc1cccn2cc(-c3ccc(S(=O)(=O)N4CCCCC4)cc3)nc12
→ -18%	-0.4	?	1	15%	-6%	7%	29%	-19%
Cc1ccc(Cl)cc1NC(=O)C(=O)N/N=C/c1ccc2c(c1)OCO2
→ -9%	-3.5	18%	0	15%	-10%	22%	-4%	-1%
COc1ccccc1C(=O)N1CCN(C(=O)c2oc3ccc(C)cc3c2C)CC1
→ i	-2.5	-12%	6	-2%	2%	11%	5%	-8%
CCCCOC(=O)C1=C(N)N2C(=O)C(C)SC2=C(C(=O)OCC)C1c1ccc(O)c(OC)c1 (configuration not stated)
→ 4%	2.5	-17%	-1	-13%	-11%	?	11%	6%
CC1CCN(C(=O)c2ccc(N(C)S(C)(=O)=O)cc2)CC1
→ i	0.0	11%	7	-10%	-5%	5%	-13%	-7%
COc1ccc(/C=C/CN2CCN(Cc3ccc(F)cc3)C(CCO)C2)cc1 (configuration not stated)
→ i	0.8	?	-6	0%	-12%	6%	17%	-5%
CCN(CC(=O)Nc1ccccc1C(F)(F)F)C(=O)CCS(=O)(=O)c1ccc(C)cc1
→ -23%	-3.8	0%	-4	4%	-13%	-6%	11%	15%
COCCN(CCOC)C(=O)CCn1c(=O)oc2ccccc21
→ i	-2.7	6%	1	12%	-5%	-1%	12%	9%
C#CCNC(=O)C1=C[C@@H](c2ccccc2)C[C@@H](OCCCCO)O1
→ 6%	0.2	15%	1	-17%	-10%	7%	2%	0%
CSc1nc(-c2ccco2)nn1S(C)(=O)=O
→ -18%	1.0	11%	2	9%	-12%	-16%	-3%	-1%
CCCn1c(SCC(=O)Nc2cc(C(=O)O)ccc2C)nc2sc3c(c2c1=O)CCC3
→ i	1.0	5%	-4	12%	-13%	-8%	3%	-2%
COc1ccc(C(=O)NCc2ccc3c(c2)cc(C)n3C)cc1
→ i	-1.7	-3%	0	-3%	-8%	-6%	19%	-16%
COc1cccc(C(=O)N2CCC(n3nccc3NC(=O)CCOc3ccccc3)CC2)c1
→ -14%	-0.1	16%	3	7%	1%	-8%	11%	-13%
Cc1ccc(N2CC(C(=O)NCCS(=O)(=O)N3CCN(c4ccc(F)cc4)CC3)CC2=O)cc1 (configuration not stated)
→ -23%	1.0	10%&-4%	1	-16%	-17%	-10%	-2%	-12%&8%
Cc1ccc(S(=O)(=O)N2[C@@H](c3ccccc3)C(C(=O)O)=CC[C@H]2c2cccs2)cc1
→ -21%	0.3	?	-12	-24%	-2%	0%	0%	-7%
COc1ccc(Cn2nnc(C(=O)Nc3ccc4c(c3)OCCO4)c2N)cc1Br
→ i	-3.1	6%	6	-5%	-6%	-18%	0%	-10%
COC(=O)c1cn(-c2ccc(Cl)cc2)c(=O)c2ccccc12
→ -6%[57.5 µM]	0.8	-24%	0	11%	-5%	-11%	5%	5%
